H9c2 protect: myocardial damage modulation in H9c2 cells | H9c2 cardiomyocytes, H2O2 injury protection, ATPLite, 2 h | protection from H2O2 cell death, % at 20 µM | 360,000 compounds, 0.63% hits | AID 588492;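 active means compounds giving at least 50% protection of heart cells from peroxide-induced death in the single-dose screen, raw or plate-pattern-corrected value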;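 further: 0% = DMSO wells with peroxide and 100% = DMSO wells without peroxide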
MC4R ag barr: activates human MC4R beta-arrestin recruitment; activation, % at 8.9 µM; U2OS MC4R beta-arrestin complementation, luminescence; percent of melanotan II response, DMSO zero; P32245; 360,000 compounds, 0.98% hits;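 active means activation above a per-plate cutoff, the mean activation of sample wells on that plate plus 3 SD, cut at about 8% in these data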
Target sequence (P32245 whole entry, looked up): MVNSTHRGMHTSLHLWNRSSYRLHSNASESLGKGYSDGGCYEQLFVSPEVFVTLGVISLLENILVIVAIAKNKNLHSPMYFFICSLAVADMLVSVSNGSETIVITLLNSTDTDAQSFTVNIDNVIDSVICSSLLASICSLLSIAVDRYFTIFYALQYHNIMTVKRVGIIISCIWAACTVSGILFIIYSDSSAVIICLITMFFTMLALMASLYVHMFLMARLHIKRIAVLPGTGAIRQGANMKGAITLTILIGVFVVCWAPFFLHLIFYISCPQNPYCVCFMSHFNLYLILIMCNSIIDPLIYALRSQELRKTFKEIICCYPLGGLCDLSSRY
TLR9-MyD88 block: inhibitors of human TLR9-MyD88 binding; AID 504734; 340,000 compounds, 0.21% hits; Q9NR96+Q99836; CHO BLA complementation TLR9-MyD88, CCF4 FRET ratio; inhibition, % at 4.98 µM;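 active means inhibition above the mean over all tested compounds plus 3 SD, cut at about 21% in these data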;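 further: 0% = DMSO only wells and 100% = clavulanate BLA inhibitor control wells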
Glyco luc inh: N-linked glycosylation inhibition | D54 ERlucT glycosylation luciferase reporter, 24 h; percent of 100 nM tunicamycin response | reporter increase, % at 12.5 µM | 360,000 compounds, 0.23% hits;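 active means mean luciferase reporter signal, scaled so untreated is 0 and the glycosylation-blocking control 100, at or above a set limit in every replicate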;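 further: luciferase carries N-glycosylation sites so blocking glycosylation raises the light; 0% = median of neutral control wells and 100% = median of 100 nM tunicamycin wells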
ABHD5-PLIN5 inh: ABHD5-PLIN5 protein interaction inhibition | AID 602281 | 360,000 compounds, 0.78% hits | Q00G26+Q8WTS1 | Split G. princeps luciferase complementation, luminescence, 4 h | inhibition, % at 4 µM;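 active means inhibition above the mean inhibition across every tested compound plus 3 SD, cut at about 22% in these data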;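 further: 0% = DMSO only wells and the 100% control is not disclosed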
m5-HT2A agonist: activates the mouse 5-HT2A serotonin receptor; CHO-K1 mHTR2A beta-arrestin complementation, luminescence; percent of 30 µM serotonin response; activation, % at 7.6 µM; 360,000 compounds, 0.66% hits; AID 624169;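 active means activation above a run cutoff, the mean activation of all tested compounds plus 3 SD, cut at about 14% in these data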;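 further: 0% = plate median of compound wells and 100% = 30 µM serotonin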
Target sequence (P35363 whole entry, looked up): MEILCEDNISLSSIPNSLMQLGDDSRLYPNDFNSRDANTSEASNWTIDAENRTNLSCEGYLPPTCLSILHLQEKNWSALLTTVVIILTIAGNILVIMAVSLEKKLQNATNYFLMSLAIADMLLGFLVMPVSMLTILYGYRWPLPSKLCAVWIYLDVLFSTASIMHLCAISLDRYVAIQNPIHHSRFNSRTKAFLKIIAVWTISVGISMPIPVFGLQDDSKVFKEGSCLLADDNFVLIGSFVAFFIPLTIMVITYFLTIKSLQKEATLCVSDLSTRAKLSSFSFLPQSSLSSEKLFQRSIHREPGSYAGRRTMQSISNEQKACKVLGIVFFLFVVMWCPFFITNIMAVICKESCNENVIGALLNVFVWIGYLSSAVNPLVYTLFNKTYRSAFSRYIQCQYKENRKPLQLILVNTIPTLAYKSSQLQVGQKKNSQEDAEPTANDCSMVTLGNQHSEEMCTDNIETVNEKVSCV
MC4R antag cAMP: blocks human MC4R cAMP signaling; P32245; AID 540295; inhibition, % at 6.5 µM; MC4R-expressing cells, MTII-stimulated cAMP, LANCE TR-FRET; 360,000 compounds, 0.48% hits;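 active means inhibition above its plate's cutoff, the mean of tested wells on that plate plus 3 SD, cut at about 29% in these data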;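 further: 0% = Melanotan II alone and 100% = Melanotan II plus saturating MCL0020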
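Assay system: U2OS-MC4R stable cell line; Also added: Melanotan II; Technique: Eu-cAMP/anti-cAMP TR-FRET, emission 671 nm; Times: 30-min compound, 1-h challenge, 1-h detection, room temperature.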
ABCB6 inh 2: human ABCB6 transporter inhibition; 360,000 compounds, 0.19% hits; Q9NP58; fluorescence ratio to DMSO, % at 10 µM; AID 602162; K562-ABCB6 porphyrin accumulation, flow cytometry, 1 h; active compounds read low;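 active means fluorescence ratio to DMSO below 75%, the collection mean minus 3 SD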;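 further: signal is porphyrin accumulated inside mitochondria; 100% equals median channel fluorescence of DMSO control wells; lower ratio means ABCB6 inhibition with less porphyrin fluorescence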
NCOA2 inhibitor: human SRC2 (NCOA2) inhibition. AID 651957. Q15596. inhibition, % at 9 µM. 370,000 compounds, 0.17% hits. HEK293 GAL4-SRC2 luciferase reporter, luminescence;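 active means inhibition above the mean inhibition of all tested compounds plus 3 SD, set per campaign, cut at about 52% in these data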;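 further: 0% = DMSO treated cells and 100% = cells given Gossypol at 36 µM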
NOD2-RIPK2 inh: inhibitors of human NOD2-RIPK2 interaction; CHO BLA complementation NOD2-RIPK2, CCF4 ratio; inhibition, % at 4.98 µM; 360,000 compounds, 0.38% hits; AID 624267; in the data active means inhibition above about 21%;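 further: 0% = vehicle only and 100% = reference blocker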
Starred values were filed as active, the others as inactive; / = no result given. A portion of the library. The share of hits here may be higher or lower than overall.

SMILES | H9c2 protect | MC4R ag barr | TLR9-MyD88 block | Glyco luc inh | ABHD5-PLIN5 inh | m5-HT2A agonist | MC4R antag cAMP | ABCB6 inh 2 | NCOA2 inhibitor | NOD2-RIPK2 inh
CC(C)CC(=O)Nc1cc(C(F)(F)F)ccc1N1CCOCC1 | 1 | -1.0 | -5 | -1 | 0 | 4 | 9 | 96 | 2 | -1
Cc1ccc(C(CNC(=O)Nc2ccc(Cl)cc2)N2CCN(C)CC2)cc1 (centres undefined) | 2 | -1.4 | 0 | -4 | 4 | -7 | 2 | 99 | -10 | -3
CC(=O)NC1C(=O)N=C(SCC(=O)Nc2sc3c(c2C#N)CCCCCC3)NC1=O (centres undefined) | 7 | -1.4 | 2 | 2 | -9 | 0 | -1 | 96 | 2 | -13
COc1ccc(N2CCN(C(c3cc(OC)ccc3OC)c3nnnn3Cc3ccco3)CC2)cc1 (centres undefined) | 9 | 2.6 | 0 | -1 | -1 | 7 | 12 | 87 | 10 | 5
CCN(CC(=O)NCCc1ccccc1)S(=O)(=O)c1ccc(C)cc1 | 2 | 0.1 | -7 | -1 | -4 | -1 | 5 | 94 | 1 | -2
CCOC(=O)C1(Cc2cccc(OC)c2)CCN(Cc2cccc(OC)c2OC)CC1 | -11 | -0.6 | -12 | -5 | -1 | -3 | 10 | 101 | -25 | -7
CC(=O)OC[C@]12CC[C@H]3[C@@](C)(CC[C@H]4C(C)(C)CCC[C@]34C)[C@@H]1CC(C1=CC(=O)OC1O)O2 (some centres undefined) | -18 | 91* | / | -24 | 100* | 0 | 52* | 95 | 80* | 46*
CN(C(=O)c1cc2ccccc2oc1=O)C1(C)CCS(=O)(=O)C1 (centres undefined) | 7 | -2.0 | 7 | 1 | 2 | -1 | -4 | 92 | 6 | -12
COc1ccc(N=c2oc3c(OC)cccc3cc2C(=O)NCc2ccco2)c(OC)c1 | 27 | 32* | -5 | 2 | -5 | 0 | 17 | 100 | / | 2
Cc1cccc(N2C(=O)CS/C2=N\NC(=O)c2cccnc2)c1C | 2 | -2.2 | -20 | 2 | -1 | -2 | 11 | 82 | -14 | 7
NC(=O)N/N=C/c1ccc(-c2ccc(S(=O)(=O)Nc3ncccn3)cc2)o1 | -6 | -2.8 | 1 | 4 | -9 | 6 | -3 | 103 | 1 | -8
COc1ccc(-c2nnn(CC(=O)NCCc3ccc(OC)c(OC)c3)n2)cc1 | -2 | -0.5 | -12 | 1 | -1 | 0 | 10 | 148 | -8 | 4
COC(=O)c1ccc(/C(O)=C(\C#N)c2nc3ccccc3s2)cc1 | -12 | 0.1 | 1 | -4 | 14 | 2 | -13 | 96 | -25 | -4
C[C@]12c3[nH]c4ccc(Cl)cc4c3CCN1C(=O)[C@@H](CC(=O)NCCN1CCOCC1)C[C@@H]2C(=O)N1CCCCC1 | 2 | 1.1 | -4 | 3 | -1 | -3 | 5 | 99 | -4 | 1
CN(C)S(=O)(=O)c1cccc(NC(=S)N/N=C/c2ccco2)c1 | 6 | -0.6 | -4 | 1 | -3 | 5 | -3 | 96 | -22 | -17
O=C(Nc1cc(Br)ccc1O)C1CC(c2ccccc2Cl)=NO1 (centres undefined) | -9 | 8.6* | -2 | 1 | -15 | 3 | 5 | 97 | 3 | 14
CCOC(=O)N1CCC(NC(=O)Cc2ccccc2)CC1 | -6 | -0.4 | -1 | 2 | -10 | -7 | 14 | 96 | -27 | -11
C=CCNC(=O)NC(=O)COC(=O)c1cccnc1SC | 3 | 6.8 | 3 | -3 | 10 | 11 | -4 | 98 | -12 | -3
CC(C(=O)NCCSCc1cccc(Cl)c1)N(c1ccccc1)S(C)(=O)=O (centres undefined) | 1 | -0.1 | -5 | -3 | 7 | 4 | 14 | 99 | 18 | 10
Cc1nn(C)c(C(=O)Nc2c(C)nn(Cc3c(F)c(F)c(F)c(F)c3F)c2C)c1Br | -6 | 0.9 | -10 | -1 | 3 | -7 | 17 | 98 | -2 | 0
CC1(c2ccc([N+](=O)[O-])cc2)NC(=O)N(CC(=O)c2ccc3c(c2)OCO3)C1=O (centres undefined) | 2 | -1.7 | 3 | 2 | 3 | 2 | -1 | 100 | 0 | 10
Cc1ccc(C)c(NC(=O)CN(C)C(=O)c2cccc(N3C(=O)CCC3=O)c2)c1 | -2 | 0.1 | 5 | 1 | -7 | -3 | 2 | 98 | -11 | -1
CCOC(=O)c1sc(-c2cccs2)nc1C | -7 | 0.5 | -1 | 0 | 0 | -3 | 21 | 101 | -29 | -2
COc1ccc(C(C)(NC(C)=O)c2nc(-c3cccc(F)c3)cs2)cc1 (centres undefined) | 2 | 0.4 | / | 0 | -7 | -1 | 15 | 99 | -8 | 2
CSc1nnc(-c2cccs2)n1-c1ccccc1 | 2 | -2.6 | -2 | 1 | 4 | 0 | -5 | 92 | 4 | 5
COc1ccc(OC)c(NC(=O)c2cn(C)c(=O)c3cc(OC)c(OC)cc23)c1 | 11 | 0.9 | -6 | 4 | 11 | 3 | 15 | 94 | 12 | -7
COc1ccc(C(=S)N2CCCCCC2)cc1 | 3 | -2.9 | 0 | 1 | -15 | -8 | 0 | 85 | 3 | -7
c1ccc(CNc2ncnc3c2ncn3C2CCCCO2)cc1 (centres undefined) | 2 | -0.2 | -4 | -1 | -2 | -4 | -3 | 98 | -62 | 3
CC(C)(C)n1nnnc1C(c1ccccc1)N1CCN(c2ccc(F)cc2)CC1 (centres undefined) | / | / | / | / | -8 | 8 | / | 95 | 0 | 5
N#Cc1ccc(Oc2ncccn2)cc1 | 0 | -2.5 | -9 | -1 | 1 | 4 | 0 | 96 | 7 | -7

Profiles as entered above. Order of values: H9c2 protect, MC4R ag barr, TLR9-MyD88 block, Glyco luc inh, ABHD5-PLIN5 inh, m5-HT2A agonist, MC4R antag cAMP, ABCB6 inh 2, NCOA2 inhibitor, NOD2-RIPK2 inh
CC(C)(C)n1nnnc1C(c1ccccc1)N1CCN(c2ccc(F)cc2)CC1 (centres undefined) as listed: /, /, /, /, -8, 8, /, 95, 0, 5
C=CCNC(=O)NC(=O)COC(=O)c1cccnc1SC as listed: 3, 6.8, 3, -3, 10, 11, -4, 98, -12, -3

(more compounds)
SMILES | H9c2 protect | MC4R ag barr | TLR9-MyD88 block | Glyco luc inh | ABHD5-PLIN5 inh | m5-HT2A agonist | MC4R antag cAMP | ABCB6 inh 2 | NCOA2 inhibitor | NOD2-RIPK2 inh
COc1ccc(C2NC(=O)c3ccccc3N2)cc1 (centres undefined) | 12 | -0.5 | -12 | 1 | 5 | -3 | 6 | 96 | / | -7
c1c2c(cc3sc(N4CCCCC4)nc13)OCO2 | -28 | -3.7 | 4 | -17 | -2 | 8 | 1 | 105 | -56 | 9
O=C(Nc1cccc(S(=O)(=O)N2CCCC2)c1)c1cc(=O)[nH]c2ccccc12 | -2 | -0.7 | 6 | -1 | -9 | -3 | 8 | 101 | 11 | -7
COc1ccc(-n2nnc3c(=O)n(CC(=O)NCC4CCCO4)cnc32)cc1 (centres undefined) | 5 | -2.9 | 4 | 0 | -4 | 1 | 9 | 103 | 14 | 5
CCC(=O)c1ccc(OCC(=O)NCCCN2CCOCC2)cc1 | 1 | -0.6 | 2 | 2 | 1 | 3 | 13 | 100 | -1 | 4
COc1ccc(CC(=O)NCCc2ccc(OC)c(OC)c2)cc1 | 1 | 1.1 | 0 | 0 | -7 | 3 | 7 | 97 | 0 | 3
CN(CCc1ccccn1)C(=O)c1ccc(OC2CCN(CCc3ccccc3)CC2)cc1 | 1 | -1.2 | 8 | -3 | 0 | -15 | 6 | 89 | -27 | 5
COc1ccc(O)c(C(=O)c2cc(C#N)c(=O)n(Cc3ccccc3)c2)c1 | -9 | -1.5 | 0 | 1 | 1 | -2 | 5 | 99 | -15 | -1
CCCn1c(=O)n(N)c2ccccc21 | 7 | -2.4 | 0 | 0 | 0 | -3 | 21 | 89 | -1 | -12
Cc1c(C(=O)c2ccc(Br)cc2)c(=O)n(C)c(=O)n1C | -10 | 1.9 | 6 | 2 | 8 | -2 | 4 | 100 | 23 | 8
Cc1cccc2c1nc(-c1ccccc1)n1cnnc21 | 14 | 0.1 | 10 | -1 | 0 | 1 | 14 | 88 | -16 | -7
CCCCN(C)C(=O)c1coc(=O)c2ccccc12 | 11 | -2.7 | 4 | 0 | -4 | 8 | 7 | 93 | -3 | 9
COc1cccc(S(=O)(=O)NCc2ccc(C(=O)N3CCN(c4ccccc4OC)CC3)cc2)c1 | 16 | 0.9 | -4 | 0 | 6 | -4 | 22 | 98 | -19 | -4
CC(C)CCOP(=O)(c1ccc(N(C)C)cc1)C(O)c1ccccc1 (centres undefined) | 3 | 0.7 | -4 | 2 | -5 | 3 | 3 | 119 | 5 | 7
Cc1ccc(-n2nc3c(N4CCC(C(=O)NCCc5ccco5)CC4)nnc(C)c3c2C)cc1 | 4 | -0.9 | -3 | 2 | 30* | -4 | 0 | 99 | 29 | -3
CN(C)S(=O)(=O)c1ccc(Cl)c(NC(=O)CSc2nc3c(cc2C#N)C(=O)CCC3)c1 | 16 | -2.4 | -2 | -2 | -3 | 1 | -1 | 90 | 11 | 0
Cc1cccc(C)c1NC1=C(Cl)C(=O)OC1OC(C)C (centres undefined) | 9 | -1.1 | 0 | 1 | 5 | 1 | 5 | 98 | -5 | -8
COc1ccc(N(Cc2cc(=O)[nH]c3ccccc23)C(=O)CCl)cc1 | -2 | 3.2 | -2 | -1 | -3 | -1 | -35 | 96 | 30 | 2
CCNC(=S)NNC(=O)Nc1ccccc1 | 17 | 0.9 | 1 | 0 | 2 | -7 | -3 | 105 | / | 1
Cc1ccc(OCc2cc(C(=O)NC(C)Cc3cccnc3)no2)cc1C (centres undefined) | -10 | -2.2 | -7 | -3 | -4 | 1 | 9 | 100 | 0 | 3
Cc1c(OCC(=O)OC(C)C)ccc2c3c(c(=O)oc12)CCC3 | -8 | 0.0 | 2 | 1 | -2 | -1 | 1 | 106 | -15 | -5
O=C(Nc1cccn(Cc2c(Cl)cccc2Cl)c1=O)c1ccc(Cl)cc1 | -4 | 1.5 | 3 | -2 | 2 | 0 | 0 | 92 | 16 | 2
CN1CCN(C(=O)c2cccn(Cc3cccc(Cl)c3)c2=O)CC1 | 1 | -0.3 | 0 | 1 | -2 | -7 | 4 | 102 | -3 | -4
CC(C)(C)Sc1ccccc1S(=O)(=O)C(C)(C)C | 16 | -2.6 | -2 | -3 | 3 | 3 | -3 | 99 | 15 | -8
Cc1noc(C)c1COc1ccccc1C(=O)NC1CCC(C)CC1 (centres undefined) | 0 | 2.8 | 2 | 1 | 9 | -1 | -1 | 109 | -9 | 1
CCCC(=O)Nc1c(C(=O)OCC)oc2ccccc12 | 0 | 0.4 | 1 | -1 | -4 | -2 | 0 | 86 | 2 | -3
Cc1ccc(N=c2c([N+](=O)[O-])nn(-c3ccc4c(c3)OCCO4)n2O)cc1F | 2 | 2.5 | -1 | -7 | 1 | 3 | 10 | 96 | 22 | -2

Bioassay records: PubChem, several laboratories
